# PDI inh = blocks human protein disulfide isomerase activity | inhibition, % at 10 µM | P07237 | actives 0.052% (n = 350,000) | PDI insulin aggregation turbidity, A650, 90 min;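 active means mean inhibition across replicates of 30% or more, whatever share of single replicates reach that level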;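 further: absorbance from insulin aggregation driven by PDI reduction with DTT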
# Vif imaging = HIV Vif inhibition | HEK293T cells, Vif self-association by quenched fluorescence, imaging, 24 h | inhibition, % at 7.49 µM | actives 0.35% (n = 340,000) | AID 602346; in the data active means inhibition above about 50%, passing the limit was not always enough; further: some results filed as inactive read as strong as hits
# H9c2 protect = myocardial damage modulation in H9c2 cells; H9c2 cardiomyocytes, H2O2 injury protection, ATPLite, 2 h; protection from H2O2 cell death, % at 20 µM; actives 0.63% (n = 360,000);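 active means compounds giving at least 50% protection of heart cells from peroxide-induced death in the single-dose screen, raw or plate-pattern-corrected value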;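 further: 0% = DMSO wells with peroxide and 100% = DMSO wells without peroxide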
# MC4R ag barr = human MC4R agonism via beta-arrestin; P32245; activation, % at 8.9 µM; actives 0.98% (n = 360,000); AID 540308; U2OS MC4R beta-arrestin complementation, luminescence; percent of melanotan II response, DMSO zero;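 active means activation above a per-plate cutoff, the mean activation of sample wells on that plate plus 3 SD, cut at about 8% in these data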
# Target sequence (P32245 whole entry, looked up): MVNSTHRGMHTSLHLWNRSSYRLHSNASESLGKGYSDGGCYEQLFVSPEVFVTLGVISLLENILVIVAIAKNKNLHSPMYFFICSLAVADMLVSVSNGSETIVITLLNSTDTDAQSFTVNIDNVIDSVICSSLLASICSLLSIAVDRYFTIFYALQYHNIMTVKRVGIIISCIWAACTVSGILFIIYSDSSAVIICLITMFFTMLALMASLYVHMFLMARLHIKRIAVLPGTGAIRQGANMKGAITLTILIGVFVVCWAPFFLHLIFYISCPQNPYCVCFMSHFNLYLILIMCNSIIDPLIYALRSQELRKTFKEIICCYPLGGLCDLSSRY
# ABCB6 inh MLPCN = human ABCB6 transporter inhibition | K562-ABCB6 porphyrin accumulation, flow cytometry, 1 h; hits give low values | fluorescence ratio to DMSO, % at 10 µM | Q9NP58 | actives 0.19% (n = 360,000);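 active means fluorescence ratio to DMSO below 75%, the collection mean minus 3 SD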;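 further: signal is porphyrin accumulated inside mitochondria; 100% equals median channel fluorescence of DMSO control wells; lower ratio means ABCB6 inhibition with less porphyrin fluorescence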
# Glyco luc inh = N-linked glycosylation inhibition; reporter increase, % at 12.5 µM; D54 ERlucT glycosylation luciferase reporter, 24 h; percent of 100 nM tunicamycin response; actives 0.23% (n = 360,000);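 active means mean luciferase reporter signal, scaled so untreated is 0 and the glycosylation-blocking control 100, at or above a set limit in every replicate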;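 further: luciferase carries N-glycosylation sites so blocking glycosylation raises the light; 0% = median of neutral control wells and 100% = median of 100 nM tunicamycin wells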
# aDG glyco up = alpha-DG glycosylation activation | AID 624168 | Pro5-aDG cells, alpha-DG glycosylation AlphaScreen (IIH6); 0% Pro5, 100% B10-LARGE cell signal | activation, % at 10 µM | actives 0.22% (n = 360,000);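 active means activation of at least 8% versus controls, or a plate z-score of at least 8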;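 further: Pro5 are CHO cells carrying HIG-tagged alpha-DG that lacks glycosylation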
# MC4R antagonist = human MC4R antagonism in cAMP assay; AID 540295; actives 0.48% (n = 360,000); MC4R-expressing cells, MTII-stimulated cAMP, LANCE TR-FRET; P32245; inhibition, % at 6.5 µM;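 active means inhibition above its plate's cutoff, the mean of tested wells on that plate plus 3 SD, cut at about 29% in these data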;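 further: 0% = Melanotan II alone and 100% = Melanotan II plus saturating MCL0020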
#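 Assay system: U2OS-MC4R stable cell line; Also added: Melanotan II; Technique: Eu-cAMP/anti-cAMP TR-FRET, emission 671 nm; Times: 30-min compound, 1-h challenge, 1-h detection, room temperature.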
# HTR2A ag = activates the mouse 5-HT2A serotonin receptor. CHO-K1 mHTR2A beta-arrestin complementation, luminescence; percent of 30 µM serotonin response. P35363. activation, % at 7.6 µM. AID 624169. actives 0.66% (n = 360,000);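 active means activation above a run cutoff, the mean activation of all tested compounds plus 3 SD, cut at about 14% in these data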;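 further: 0% = plate median of compound wells and 100% = 30 µM serotonin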
# Target sequence (P35363 whole entry, looked up): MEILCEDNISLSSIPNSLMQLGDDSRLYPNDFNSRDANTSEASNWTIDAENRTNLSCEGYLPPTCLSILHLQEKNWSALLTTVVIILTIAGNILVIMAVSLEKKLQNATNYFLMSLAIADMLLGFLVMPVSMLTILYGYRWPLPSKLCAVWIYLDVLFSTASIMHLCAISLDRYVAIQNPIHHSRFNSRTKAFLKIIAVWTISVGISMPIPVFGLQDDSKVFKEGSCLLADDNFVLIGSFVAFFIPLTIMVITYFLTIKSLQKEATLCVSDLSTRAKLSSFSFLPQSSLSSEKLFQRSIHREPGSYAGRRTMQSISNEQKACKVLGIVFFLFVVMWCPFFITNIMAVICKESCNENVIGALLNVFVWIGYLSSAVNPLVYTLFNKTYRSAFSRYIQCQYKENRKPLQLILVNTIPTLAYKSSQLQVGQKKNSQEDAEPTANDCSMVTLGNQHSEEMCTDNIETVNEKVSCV
# CaV13 ICDI inh = Primary screen for inhibitors of IQ motif and Ca2+-dependent inactivation inhibitor domain binding in CACNA1D, Förster resonance energy transfer in living cells, …; actives 0.098% (n = 340,000); AID 743397; HEK cells, CFP/YFP FRET ICDI-IQ, plate reader, 10 min; percent FRET-ratio fall versus neutral wells; inhibition, % at 12.3 µM;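 active means mean replicate inhibition of at least 30% and at least 1% of replicates passing that level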;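 further: 0% = median of the neutral control wells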
# * = called active by the depositor; · = no result given.
[1] O=C(NCC1CCCO1)c1ccc(NC(=O)c2ccc([N+](=O)[O-])cc2)cc1 (stereo not drawn)
[2] CCN1CCN(c2ccc(S(=O)(=O)N3CCCCC3)cc2NC(=O)Cc2c(F)cccc2Cl)CC1
[3] COc1ccc(S(=O)(=O)n2cnc3cc(C)c(C)cc32)cc1
[4] CC(=O)Nc1ccc(NC(=S)Nc2ccc(Br)cc2)cc1
[5] CCN(CC)c1ccc(N2C(=O)c3ccccc3C2=O)cc1
[6] O=C(Cn1cc([N+](=O)[O-])cn1)N1CCN(c2ccccc2)CC1
[7] CCc1ccccc1N(CC(=O)NC(C)(C)CC)C(=O)CCC(=O)Nc1nccs1
[8] Cc1ccc(CNC(=O)CCN2C(=O)[C@@H]3Cc4ccccc4CN3C2=O)cc1
assay / entry,1,2,3,4,5,6,7,8
PDI inh,-9,1,6,-1,-1,5,6,17
Vif imaging,18,2,·,3,10,-1,-4,0
H9c2 protect,-9,4,-3,-6,-2,0,-1,0
MC4R ag barr,0.6,2.9,-1.1,-0.8,-1.1,0.3,-1.7,0.6
ABCB6 inh MLPCN,99,103,88,99,95,97,100,103
Glyco luc inh,0,-3,0,1,1,1,2,2
aDG glyco up,0.0,-0.3,0.2,0.0,-0.1,0.2,-0.1,0.1
MC4R antagonist,-2,-1,4,13,-2,2,14,-4
HTR2A ag,0,-4,-5,4,3,4,-1,0
CaV13 ICDI inh,-21,-5,·,-15,-5,-1,-4,-5

[9] COc1ccc(NS(=O)(=O)c2cccc(C(=O)NNC(=O)c3ccccc3O)c2)cc1
[10] CC(C)c1c(C(=O)N/N=C/c2cccc(OCc3ccc(F)cc3)c2)nnn1-c1nonc1N
[11] CCc1ccccc1NC(=O)CCc1c(C)nc(SC)nc1C
[12] COc1cccc(CNC(=O)c2ccncc2)c1
[13] CCCSc1nc(NCc2ccco2)c2c3c(sc2n1)COC(C)(C)C3
[14] CC(=O)Oc1ccc(C2OC(=O)c3ccccc3N2C(C)=O)cc1 (stereo not drawn)
[15] Cc1nnc(SCC(=O)NC(=O)NCc2ccco2)n1Cc1ccccc1
[16] Cc1cccc(N(CC(N)=O)C2SC(=O)NC2=O)c1 (stereo not drawn)
assay / entry,9,10,11,12,13,14,15,16
PDI inh,-3,2,2,-3,-4,32*,-1,-8
Vif imaging,-17,-11,-5,-7,-6,7,-1,·
H9c2 protect,25,-8,5,7,11,25,3,-1
MC4R ag barr,0.5,-2.5,0.8,-0.1,3.6,-1.6,-1.6,-2.6
ABCB6 inh MLPCN,101,94,100,97,97,100,90,103
Glyco luc inh,-5,1,-1,2,-5,1,2,3
aDG glyco up,0.1,-0.3,0.0,0.7,0.6,-0.1,0.0,-0.1
MC4R antagonist,2,2,-2,0,-3,-9,12,4
HTR2A ag,1,8,4,5,10,2,1,-2
CaV13 ICDI inh,-14,-2,-4,·,-6,-8,·,·

[17] CCC(C)C(=O)Nc1ccc(OC)cc1[N+](=O)[O-] (stereo not drawn)
[18] CCOC(=O)C1CCCCN1C(=O)c1cc2ccc(OC)cc2c2cc(OC)c(OC)cc12 (stereo not drawn)
[19] COc1cccc(N2C(=O)[C@H]3C(C(=O)c4cnccn4)=NN[C@H]3C2=O)c1
[20] O=C(c1ccc(C(F)(F)F)cc1)C1CCCN(C(=O)CCc2ccncc2)C1 (stereo not drawn)
[21] CCOC(=O)C1CCN(c2c(NCCCN(C)C3CCCCC3)c(=O)c2=O)CC1
[22] CCc1nnc(NS(=O)(=O)c2ccc(N/C=C\C(=O)c3ccc(F)cc3)cc2)s1
[23] O=C(COc1cc2oc(=O)c3c(c2cc1Cl)CCCC3)NCc1cccnc1
[24] CCCCn1c(CCCNC(=O)c2ccco2)nc2ccccc21
assay / entry,17,18,19,20,21,22,23,24
PDI inh,3,-2,5,0,34*,10,-6,-3
Vif imaging,-1,-14,5,-13,·,-4,-6,-12
H9c2 protect,2,16,1,-8,-2,-2,1,-2
MC4R ag barr,-0.7,0.3,1.2,-0.1,-0.8,1.4,-1.8,-1.9
ABCB6 inh MLPCN,89,87,101,94,105,102,98,95
Glyco luc inh,1,-1,1,0,1,0,0,1
aDG glyco up,0.1,-0.1,-0.1,1.5,0.1,-0.4,0.1,0.3
MC4R antagonist,21,9,1,14,-3,-1,15,-4
HTR2A ag,3,6,-1,0,2,0,1,-6
CaV13 ICDI inh,-3,-11,-20,-7,-6,-7,-14,-5

# Just PDI inh, MC4R ag barr and ABCB6 inh MLPCN, for some of the entries so far:
no.	SMILES	PDI inh	MC4R ag barr	ABCB6 inh MLPCN
23	O=C(COc1cc2oc(=O)c3c(c2cc1Cl)CCCC3)NCc1cccnc1	-6	-1.8	98
19	COc1cccc(N2C(=O)[C@H]3C(C(=O)c4cnccn4)=NN[C@H]3C2=O)c1	5	1.2	101

# Further compounds follow:
[25] C[C@H]1CN=C(N(C)C)N1CCCC1CCCC1
[26] CC(=O)OCCN1C(=O)c2ccc(-c3nc4ccccc4c(=O)o3)cc2C1=O
[27] COC(=O)c1sc2[nH]c(=S)n(N)c(=O)c2c1C
[28] COC(=O)Nc1ccc(C)c(NC(=O)OC)c1
[29] CC(C)OC(=O)c1ccc(NC(=O)Cn2c(-c3nonc3N)nc3ccccc32)cc1
[30] CCc1nc2c(OCc3ccc(F)c(F)c3)cccn2c1N(C)C(=O)C1CC1
[31] COc1ccc(N(CC(O)Cn2c(C)nc3ccccc32)S(=O)(=O)c2ccccc2)cc1 (stereo not drawn)
[32] CCCN1CCN(C2CCCCC2NS(=O)(=O)c2ccccc2)CC1 (stereo not drawn)
assay / entry,25,26,27,28,29,30,31,32
PDI inh,0,7,9,0,0,5,-4,-9
Vif imaging,-5,0,3,-1,7,·,-1,3
H9c2 protect,-13,2,2,1,-11,4,2,0
MC4R ag barr,0.4,-0.5,-1.0,0.0,2.1,-1.8,2.0,0.8
ABCB6 inh MLPCN,80,94,98,98,94,96,104,103
Glyco luc inh,1,-1,4,2,1,1,1,-2
aDG glyco up,0.0,0.0,-0.2,-0.2,0.4,0.0,-0.1,-0.3
MC4R antagonist,-2,3,11,11,2,-1,15,-4
HTR2A ag,-2,3,-4,5,-2,-1,4,-10
CaV13 ICDI inh,-11,-7,·,-8,-2,-13,-4,·

# A few values from the list.
# Entry of CCCCn1c(CCCNC(=O)c2ccco2)nc2ccccc21 under CaV13 ICDI inh: -5
# Entry of COC(=O)c1sc2[nH]c(=S)n(N)c(=O)c2c1C under ABCB6 inh MLPCN: 98

# (next part)
[33] CC(=O)Nc1ccc(-n2cnnn2)cc1
[34] O=C(Cc1n[nH]c(=O)c2ccccc12)N/N=C/c1cc2c(cc1Cl)OCO2
[35] O=C(c1cccc(S(=O)(=O)NCc2ccccc2)c1)N1CCN(c2ccc(F)cc2)CC1
[36] Cc1ccc(NC(=O)COC(=O)Cn2cnc3ccccc32)c([N+](=O)[O-])c1
[37] CN(CCOc1ccc(Cl)cc1)C(=O)c1cc([N+](=O)[O-])ccc1N1CCOCC1
[38] CN(C)S(=O)(=O)c1ccc(NC(=O)CCNC(=O)c2ccc([N+](=O)[O-])cc2)cc1
[39] COC(=O)C1=C(N)Oc2c(oc(CO)cc2=O)C1c1ccc(F)cc1 (stereo not drawn)
[40] CN(C)c1ccc(CN(C(=O)/C=C/c2ccco2)C2CCS(=O)(=O)C2)cc1 (stereo not drawn)
assay / entry,33,34,35,36,37,38,39,40
PDI inh,1,-6,4,7,1,-1,-9,2
Vif imaging,-3,-4,-6,4,-3,13,-3,-3
H9c2 protect,4,24,-2,-4,-4,2,0,4
MC4R ag barr,-0.8,0.1,-0.1,-2.1,-3.5,-1.3,-3.2,-2.9
ABCB6 inh MLPCN,95,100,91,101,95,105,90,100
Glyco luc inh,0,3,-3,1,1,-2,4,1
aDG glyco up,-0.3,0.2,0.1,0.0,0.2,-0.5,0.0,-0.1
MC4R antagonist,9,18,4,8,7,11,1,-7
HTR2A ag,-3,2,-1,-1,2,-2,0,1
CaV13 ICDI inh,-4,-4,-6,-3,-5,-2,-5,-19

[41] Cc1cc(O)cc(O)c1C(=O)Cc1cnn(-c2ccccc2)c1
[42] Cc1cc(Cl)ccc1NC(=S)NCc1ccc(S(N)(=O)=O)cc1
[43] CCCCC(=O)Nc1cccc(NC(=S)NC(=O)C(C)C)c1
[44] Nc1nnc2cc(Br)ccc2n1
[45] C=CCNC(=O)c1cc2c(=O)n3cccc(C)c3nc2s1
[46] COc1ccc(OCc2n[nH]c(=S)o2)cc1
[47] CCCn1cnc2c(oc3ccccc32)c1=O
[48] CNC(=S)Nc1cc(S(=O)(=O)Nc2cc(Cl)ccc2Cl)ccc1N1CCCC1
assay / entry,41,42,43,44,45,46,47,48
PDI inh,3,4,-3,-2,-2,2,2,-2
Vif imaging,-9,-4,14,9,-7,6,-10,-11
H9c2 protect,-3,-3,-1,9,-4,-9,3,-1
MC4R ag barr,-1.9,2.0,-3.7,2.0,0.9,0.4,-2.8,-3.1
ABCB6 inh MLPCN,94,78,89,99,105,98,100,103
Glyco luc inh,4,-1,-2,12,0,-1,2,-1
aDG glyco up,0.2,-0.2,0.2,-0.3,0.0,-0.1,-0.1,0.0
MC4R antagonist,7,-1,7,-1,11,26,18,6
HTR2A ag,3,0,-2,3,-3,-3,-4,-5
CaV13 ICDI inh,-3,-5,-15,-10,-4,·,-21,-4

# Gathered by group: the entries above containing an aryl thioether with sulfur outside any ring
[11] CCc1ccccc1NC(=O)CCc1c(C)nc(SC)nc1C
[13] CCCSc1nc(NCc2ccco2)c2c3c(sc2n1)COC(C)(C)C3
[15] Cc1nnc(SCC(=O)NC(=O)NCc2ccco2)n1Cc1ccccc1
assay / entry,11,13,15
PDI inh,2,-4,-1
Vif imaging,-5,-6,-1
H9c2 protect,5,11,3
MC4R ag barr,0.8,3.6,-1.6
ABCB6 inh MLPCN,100,97,90
Glyco luc inh,-1,-5,2
aDG glyco up,0.0,0.6,0.0
MC4R antagonist,-2,-3,12
HTR2A ag,4,10,1
CaV13 ICDI inh,-4,-6,·

# Additional entries
[49] O=c1c2c3c(sc2n(CCN2CCOCC2)c(=O)n1Cc1ccco1)CCCCC3
[50] COc1ccc(CN(C(=O)CCC(=O)Nc2cc(C)on2)C(C(=O)NC(C)(C)C)c2cccc(OC)c2OC)cc1 (stereo not drawn)
[51] Cc1nc(C(F)(F)F)ccc1C(=O)N1CCC1(C)C(=O)NS(C)(=O)=O (stereo not drawn)
[52] CSc1ccc(C(=O)C2CCCN(C(=O)c3cccc(N4CCOCC4)c3)C2)cc1 (stereo not drawn)
[53] COc1ccccc1OCCOc1ccc(/C=N/n2cnnc2)cc1
[54] COc1ccc2c(c1)cc1n2CCN=C1N
assay / entry,49,50,51,52,53,54
PDI inh,2,20,0,3,-7,-6
Vif imaging,-11,12,-5,5,0,-1
H9c2 protect,5,0,8,-6,6,-3
MC4R ag barr,0.3,0.0,-1.2,-2.0,-3.2,0.6
ABCB6 inh MLPCN,97,89,101,92,104,104
Glyco luc inh,-2,0,2,-3,1,-2
aDG glyco up,-0.3,-0.1,-0.2,-0.1,0.5,0.4
MC4R antagonist,4,7,0,13,-10,9
HTR2A ag,4,9,2,5,6,-6
CaV13 ICDI inh,-4,-3,-5,8,-5,·

# Source: PubChem
